# Compound activity deposited in PubChem BioAssay by The Scripps Research Institute Molecular Screening Center.
# PAFAH1B3 inh: blocks human PAF acetylhydrolase 1B catalytic subunit 3; inhibition, % at 3.39 µM; recombinant PAFAH1B3, FP-rhodamine probe, fluorescence polarization; 0.28% of 340,000 active; Q15102;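 active = inhibition above the screen-wide average of all tested compounds plus 3 SD, cut at about 25% in these data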;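 note: 0% = enzyme with DMSO only and 100% = wells lacking PAFAH1B3 protein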
# Target sequence (Q15102 whole entry, looked up): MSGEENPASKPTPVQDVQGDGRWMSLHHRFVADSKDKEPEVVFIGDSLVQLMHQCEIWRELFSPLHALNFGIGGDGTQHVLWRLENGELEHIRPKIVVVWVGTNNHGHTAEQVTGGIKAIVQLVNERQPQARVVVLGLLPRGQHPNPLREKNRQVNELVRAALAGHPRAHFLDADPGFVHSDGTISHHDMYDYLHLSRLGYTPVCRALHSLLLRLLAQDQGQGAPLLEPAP
# ZTA DNA inh: blocks Epstein-Barr virus ZTA, an EBNA-1 counter-screen | P03206 | ZTA-DNA binding, fluorescence polarization | inhibition, % at 11 µM | 0.15% of 320,000 active | AID 2234; in the data active = inhibition above about 33%
# Target sequence (P03206 whole entry, looked up): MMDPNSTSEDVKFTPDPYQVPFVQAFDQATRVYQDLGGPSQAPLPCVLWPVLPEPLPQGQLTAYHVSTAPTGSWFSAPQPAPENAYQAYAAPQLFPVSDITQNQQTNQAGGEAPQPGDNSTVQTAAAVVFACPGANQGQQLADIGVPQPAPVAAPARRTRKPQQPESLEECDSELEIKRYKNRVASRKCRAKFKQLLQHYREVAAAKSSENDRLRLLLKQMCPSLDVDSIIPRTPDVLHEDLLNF
# PAD4 inh: inhibitors of human PAD4; recombinant PAD4, RCA probe fluorescence polarization; inhibition, % at 6.36 µM; 0.41% of 330,000 active; AID 485272;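 active = percent inhibition above a cutoff equal to the mean of all tested compounds plus 3 SD, cut at about 15% in these data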;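 note: 0% = PAD4 with RCA probe and DMSO and 100% = probe without PAD4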
# PAFAH2 inh: inhibitors of human PAFAH2. AID 492956. 0.99% of 340,000 active. Q99487. recombinant PAFAH2, FP-rhodamine activity probe, fluorescence polarization. inhibition, % at 3.39 µM;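 active = inhibition above the mean over all tested compounds plus 3 SD, cut at about 30% in these data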;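 note: inhibitors block probe labeling of enzyme so polarization drops; 0% = enzyme with DMSO and 100% = wells lacking PAFAH2 protein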
# LYPLA1 counter: counter-screen for PME1 inhibitors: inhibitors of human LYPLA1; O75608; recombinant LYPLA1, FP-Rh probe fluorescence polarization; inhibition, % at 5.9 µM; 0.16% of 320,000 active;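 active = inhibition above the mean of all tested compounds plus 3 SD, set per campaign, cut at about 14% in these data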;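 note: inhibitors block serine hydrolase probe labeling of LYPLA1 so polarization falls; 0% = enzyme with DMSO and 100% = wells lacking LYPLA1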
# Target sequence (O75608 whole entry, looked up): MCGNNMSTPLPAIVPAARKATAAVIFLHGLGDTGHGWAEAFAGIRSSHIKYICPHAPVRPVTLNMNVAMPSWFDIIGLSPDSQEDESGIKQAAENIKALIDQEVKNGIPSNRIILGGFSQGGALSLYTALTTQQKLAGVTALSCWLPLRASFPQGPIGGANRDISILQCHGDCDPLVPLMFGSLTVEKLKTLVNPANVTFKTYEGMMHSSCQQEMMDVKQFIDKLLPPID
# EBNA-1 inhibitor: blocks EBNA-1 binding to DNA. EBNA-1 DNA binding, fluorescence polarization. inhibition, % at 14.8 µM. 0.34% of 300,000 active. AID 1950; in the data active = inhibition above about 28%
# GSTO1 counter: GSTO1 inhibition, counter-screen for RBBP9 inhibitors | P78417 | recombinant GSTO1, activity-based probe fluorescence polarization | inhibition, % at 5.96 µM | 1.1% of 300,000 active | AID 1974;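 active = inhibition above the campaign mean inhibition plus 3 SD, cut at about 35% in these data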;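 note: 0% = GSTO1-1 with DMSO and 100% = wells lacking GSTO1-1 enzyme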
# Target sequence (P78417 whole entry, looked up): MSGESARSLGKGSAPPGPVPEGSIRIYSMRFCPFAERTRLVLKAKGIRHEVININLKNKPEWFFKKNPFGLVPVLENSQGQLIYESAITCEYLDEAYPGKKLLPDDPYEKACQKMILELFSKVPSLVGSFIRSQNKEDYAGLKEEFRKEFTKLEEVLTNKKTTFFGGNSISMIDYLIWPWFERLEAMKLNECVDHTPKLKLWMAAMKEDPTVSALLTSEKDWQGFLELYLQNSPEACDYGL
# LYPLA2 inh: blocks human lysophospholipase 2, a PME1 counter-screen. O95372. recombinant LYPLA2, FP-Rh probe fluorescence polarization. inhibition, % at 5.9 µM. 0.38% of 320,000 active. AID 2177;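 active = inhibition above the screen-wide mean plus 3 SD, limit set per campaign, cut at about 26% in these data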;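 note: 0% = LYPLA2 with DMSO and 100% = wells lacking LYPLA2 enzyme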
# PREPL inhibitor: human PREPL enzyme inhibition; recombinant PREPL, fluorescence polarization activity-based probe; inhibition, % at 5.96 µM; 0.68% of 320,000 active; AID 2751; in the data active = inhibition above about 43%;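 note: 0% = enzyme with DMSO and 100% = wells lacking enzyme; many of its hits are not listed in these tables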
# Starred values were filed as active, the others as inactive; / = not tested or not shown.
no.	smiles	LYPLA2 inh	PREPL inhibitor	PAFAH2 inh	PAFAH1B3 inh	EBNA-1 inhibitor	GSTO1 counter	LYPLA1 counter	ZTA DNA inh	PAD4 inh
1	CCc1ccccc1NC(=O)CSc1nnc([C@H](CCSC)NC(=O)OC(C)(C)C)o1	-4	-10	-13	0	3	5	-6	2	1
2	O=C(c1cccc(Cl)c1)N1CCCC(C(=O)N2CCN(c3ccccc3)CC2)C1 (stereo not drawn)	1	27	4	0	1	1	5	9	-4
3	CCCCOC(=O)NC1(C)CCS(=O)(=O)C1 (stereo not drawn)	1	8	-6	-1	-7	2	2	9	-1
4	CCCc1ccc(-c2ccc(F)c(N)c2)nc1	5	15	1	0	15	5	1	6	-5
5	Cc1cc(N2CCCC2=O)cc(C)c1CN1C(=O)c2ccccc2C1=O	-2	-6	-2	8	1	2	0	10	-1
6	COc1cc2c(cc1OC)-c1cc(Nc3ccc(F)cc3)nc(=O)n1CC2	-4	4	21	4	-3	7	-6	3	-6
7	Cc1cc(C)c(C)c(S(=O)(=O)N2CCN(C)CC2)c1C	1	-2	1	9	18	-2	0	15	-4
8	CC(C)Nc1nnc(SCC(=O)NCc2ccc3c(c2)OCO3)s1	1	9	10	0	-2	-5	-2	-1	-3
9	Fc1ccc2[nH]c3c(NCc4ccccc4)ncnc3c2c1	-7	18	11	8	-2	-2	-8	-12	-1
10	Cc1cc(NC(=O)CN2CCCCC2)no1	-1	-3	4	5	-4	2	1	6	-1
11	Cc1cc(C(=O)NCc2cc(F)cc3c2OCOC3)nn1C	3	18	-1	-5	3	2	-1	-12	7
12	Cc1cccn2c(=O)nc(SCC(=O)NCc3ccccc3Cl)nc12	3	6	0	1	8	0	1	-26	-3
13	COc1ccc(CNCCc2ccccc2)cc1OCC(N)=O	-2	9	1	8	-5	2	-2	3	-2
14	CO/N=C(\Cn1ncc(N2CCCC2)c(Br)c1=O)c1ccc(Cl)cc1	2	-32	9	6	-5	4	-3	6	-1
15	CCn1c(C)nc2cc(-c3nc4n(n3)Cc3ccccc3-4)ccc21	3	14	-1	11	1	6	2	13	4
16	COc1cc(NC(=O)CSc2cc(C)c3cc(C)cc(C)c3n2)c(C(=O)O)cc1OC	4	9	-11	2	-1	-10	-2	1	1
17	COc1ccc(OC(C)C(=O)Nc2cccc([N+](=O)[O-])c2)cc1 (stereo not drawn)	6	10	4	4	-14	0	1	-10	1
18	CC(=O)c1ccc(N=C2SCCCN2C(=O)C2CCCC2)cc1	-3	2	8	12	1	2	1	11	2
19	O=c1[nH]ncc(N/N=C\c2cccnc2)c1Cl	2	-6	2	10	5	1	3	-4	3
20	NS(=O)(=O)c1ccc(CCNC(=O)CNCCc2ccc(C(F)(F)F)cc2)cc1	0	-3	0	7	3	-1	-1	-2	-3
21	Cc1cccc(Oc2ccc3c(c2)cc(C(=O)O)n3C)c1	4	-3	7	3	13	4	4	9	-1
22	Cc1ccccc1NS(=O)(=O)c1ccc(C)c(NS(C)(=O)=O)c1C	1	-2	-4	6	-9	0	1	1	-4
23	COCCn1c(SCC(=O)c2c(N)n(C3CC3)c(=O)[nH]c2=O)nc2ccccc21	1	4	-1	0	/	/	-1	-15	3
24	Cc1ccc(-n2nc3c(c2NC(=O)CC(C)C)CS(=O)(=O)C3)c(C)c1	-2	-3	4	7	6	2	1	5	-3
25	CCNc1nc(SC)nc(N(C#N)CC(=O)OC)n1	0	14	5	0	-1	-3	1	3	-1
26	CCCCN=C1CC(C)(C)CC(=O)/C1=C(/O)CCC	-2	2	-3	2	4	-5	1	10	0
27	CCn1c(C)cc(C(=O)COC(=O)c2cccnc2SC)c1C	/	12	4	1	/	/	/	/	1
28	COC(=O)c1ccc(Cn2cnc3c(cnn3-c3ccc(Cl)cc3)c2=O)o1	2	-5	-2	0	46*	5	-3	-7	5
29	CC1(c2ccccc2)NC(=O)N(CC(=O)Nc2nc(-c3ccccn3)cs2)C1=O (stereo not drawn)	7	20	2	5	-3	7	1	9	-3
30	CCNC(=O)C12CCC(C)(c3nc4cc(C)c(C)cc4nc31)C2(C)C (stereo not drawn)	8	8	3	4	-5	14	-1	-11	4
31	Nc1ccc(SCc2nc3cccc4c3n2CCC4)cc1	2	9	-2	2	4	2	2	-6	-3
32	COc1ccc(NC(C)=O)cc1CNC(=O)COc1ccccc1C(=O)Nc1cccc(C)c1C	0	3	5	6	-1	11	3	12	-2
33	Cc1cc(Br)c(NC(=O)c2ccccc2[N+](=O)[O-])cc1C	14	-11	0	0	6	9	0	-5	-2
34	COCCN(C(=O)CNC(=O)c1ccco1)C(C(=O)NC1CCCC1)c1cccs1 (stereo not drawn)	1	7	7	15	-3	1	-1	4	0
35	C[C@@H](O)C1NC(=O)[C@H](CCCCN)NC(=O)c2cc([N+](=O)[O-])cc(I)c2OCC[C@@H](C(N)=O)NC1=O (stereo partly drawn)	6	17	8	4	-15	0	1	-17	-5
36	CCc1cccc(OCC(O)Cn2c(N3CCCCC3)nc3c2c(=O)[nH]c(=O)n3C)c1 (stereo not drawn)	6	9	5	9	7	-2	4	5	-3
37	COc1cc2ncnc(Nc3ccc4c(c3)OCO4)c2cc1OC	-1	18	4	2	-6	0	4	5	1
38	Cc1nn(Cc2ccc(F)cc2)c(C)c1NC(=O)CCCn1nc([N+](=O)[O-])cc1C	-3	4	-2	1	-1	13	-1	-13	3
39	CCOC(=O)c1ccc(Oc2nc(NC(C)(C)C)nc(N(C)C)n2)cc1	5	-6	-5	9	1	-5	-2	11	-8
40	CC(=O)c1ccc(N2CCN(C(=S)Nc3cc(C)ccc3C)CC2)cc1	-4	7	7	6	6	-6	0	-5	-2
41	COc1ccc(C2=C(SC)CC2=NC(C)(C)C)cc1	1	2	-2	5	-1	2	0	-3	4
42	Cc1ccc2ccc[n+](Cc3ccccc3)c2c1	4	5	-2	6	-15	-1	-4	-12	-1
43	CC(=O)c1cccc(NC(=O)C2CC(=O)N(c3ccc4c(c3)OCCO4)C2)c1 (stereo not drawn)	4	3	2	6	/	/	1	-5	-2
44	CCN(CC)Cc1c(C(=O)N/N=C/c2cccnc2)nnn1-c1nonc1N	-8	21	-4	7	-17	7	-6	-2	-1
45	O=C(Nc1ccc(N2CCN(C(=O)c3ccc(Cl)cc3)CC2)cc1)c1ccc(Br)o1	8	15	0	5	-16	-2	-1	7	-5
46	O=C(O)CCCC(=O)N1CCN(c2ncccn2)CC1	4	3	/	/	7	1	2	-1	1
47	CCN=C1SC(CC(=O)Nc2ccc(C(F)(F)F)cc2)C(=O)N1CC (stereo not drawn)	1	17	6	2	2	3	-1	-11	0
48	Clc1ccc(-c2cnc3ccccc3n2)cc1	-2	-24	-2	9	3	2	-5	0	0
49	O=S(=O)(Nc1ccccc1)c1ccc2c(c1)CCO2	-7	8	/	/	4	-8	-2	-20	-4
50	CCCc1nn(C)c(C(=O)Nc2ccc(C(C)(C)C)cc2)c1Cl	9	15	-7	-9	-8	4	3	-34	1
51	CN1CCN(C(=O)/C(=C/c2ccc(N(C)C)cc2)NC(=O)c2ccccc2)CC1	2	16	-7	0	14	2	-1	-6	-1
52	COc1ccc(CC(=O)OCC(=O)NCc2ccc3c(c2)OCO3)cc1OC	/	15	3	8	/	/	/	/	-5
53	Cc1nn(C)c(C)c1CNC(=O)Nc1cccc(Cl)c1	0	-18	1	6	0	0	1	-6	-1
54	COC(=O)Nc1nn(-c2ccc(C)cc2)c(=O)c(C#N)c1C	3	-6	-10	7	-5	7	4	3	-6
55	CCOC(=O)c1ccc(NC(=O)NC2CCN(CC(=O)NCc3ccc4c(c3)OCO4)CC2)cc1	6	-1	-2	1	11	-2	0	-9	-1
56	COCCNC(=O)c1ccc(CS(=O)(=O)c2ccc(OC)cc2)o1	3	-10	-3	0	0	1	2	-16	2
57	CCCOc1ccc(N2C(=O)CC(S/C(N)=N/N=C(\C)c3cccs3)C2=O)cc1 (stereo not drawn)	1	7	12	14	1	11	-5	-2	-6
58	Cc1ccc(-c2nn(-c3cccc(F)c3)cc2CN(Cc2nccn2C)C(C)C)o1	-3	19	-5	4	7	-4	-4	6	-9
59	CC(NC(=O)CN1C(=O)NC(C)(c2cccc3ccccc23)C1=O)c1ccccc1 (stereo not drawn)	3	-12	7	3	6	-1	-3	-4	2
60	CCN(CC)CCN(CC(=O)N(C1CCCCC1)C1CCCCC1)C(=O)c1ccco1	1	12	0	10	7	-2	0	5	-3

# Following part
no.	smiles	LYPLA2 inh	PREPL inhibitor	PAFAH2 inh	PAFAH1B3 inh	EBNA-1 inhibitor	GSTO1 counter	LYPLA1 counter	ZTA DNA inh	PAD4 inh
61	O=C(CSc1ccc2ccccc2n1)NCCC1=CCCCC1	-3	0	-2	9	12	-4	-5	-8	4
62	NC(=O)NC(Cc1ccccc1)C(=O)N1CCN(S(=O)(=O)c2ccc(Cl)cc2)CC1 (stereo not drawn)	-2	25	-10	1	/	/	-2	-9	-4
63	CCc1cccc(CC)c1NC(=O)c1cc(CN2C(=O)c3ccccc3C2=O)ccc1OC	-11	-1	4	12	-9	4	-7	-3	-1
64	CCCC(=O)OCCn1c(Br)nc2c1c(=O)[nH]c(=O)n2C	3	14	9	-2	3	-4	4	-7	7
65	COC(=O)c1sccc1NC(=O)c1ccc(OC)cc1	-3	8	5	4	14	0	-1	7	2
66	CCN(CC)C(=O)C1CCCN(Cc2nc(-c3cnccn3)no2)C1 (stereo not drawn)	2	-4	1	-2	1	9	-2	20	-2
67	Cc1cc(Br)ccc1NS(=O)(=O)c1c(C)[nH]c(=O)[nH]c1=O	-9	-9	3	-2	-7	-3	-1	-17	-4
68	C=C(C)c1cccc(C(C)(C)NC(=O)N2CCN(CC)CC2)c1	8	-5	-2	-3	2	-1	3	-14	-4
69	COc1ccc(NC(=O)Cn2nnc(C(=O)NCc3cccs3)c2N)cc1Cl	-2	-1	-2	5	26	-3	-5	8	1
70	O=C(c1ccc2c(c1)OCO2)N1CCN(c2ccccc2)CC1	8	15	1	7	-3	4	0	-24	1
71	COc1ccc(NC(=O)CSc2nnc(CNC(=O)c3ccco3)o2)c(OC)c1	7	6	-5	1	-5	-1	0	-1	0
72	CCOCCCNC(=O)C1(O)c2ccccc2NC(=O)N1c1ccc(Cl)cc1 (stereo not drawn)	5	1	-6	-3	-2	6	-1	-9	5
73	c1ccc(Nc2cc(Nc3ccccc3)[nH]n2)cc1	7	18	11	-1	-3	4	4	9	31*
74	CC(=O)N/C(=C/c1ccc2c(c1)OCO2)C(=O)NCCCO	-10	0	-2	1	0	7	-4	11	-4
75	CC1Cc2ccccc2N1CC(=O)NC(c1ccccc1)c1ccccc1 (stereo not drawn)	3	13	-4	3	4	4	-3	3	0
76	CCc1cccc(C)c1NC(=S)N(CCN(C)C)Cc1cccs1	2	11	2	5	-9	3	2	2	-7
77	COc1ccc(-c2nnc(SCC(=O)c3ccco3)n2-c2ccccc2)cc1	-6	9	16	0	-4	8	-2	9	-2
78	COc1ccc(S(=O)(=O)N2CCOCC2)cc1NC(=O)c1ccc2c(c1)OCCO2	-8	-1	3	5	10	3	-2	14	1
79	COc1ccc(N(CC(=O)NN=C2CCN(C)CC2)S(=O)(=O)c2ccc(NC(C)=O)cc2)cc1	-8	-60	-6	2	-1	2	-5	-16	1
80	Cc1cc(C)c2cc(CN(Cc3nnnn3C3CCCCC3)CC3CCCO3)c(=O)[nH]c2c1 (stereo not drawn)	-5	-1	5	-2	-4	-2	-3	10	-1

# Taken from the results shown, 2 compounds:
no.	smiles	LYPLA2 inh	PREPL inhibitor	PAFAH2 inh	PAFAH1B3 inh	EBNA-1 inhibitor	GSTO1 counter	LYPLA1 counter	ZTA DNA inh	PAD4 inh
61	O=C(CSc1ccc2ccccc2n1)NCCC1=CCCCC1	-3	0	-2	9	12	-4	-5	-8	4
62	NC(=O)NC(Cc1ccccc1)C(=O)N1CCN(S(=O)(=O)c2ccc(Cl)cc2)CC1 (stereo not drawn)	-2	25	-10	1	/	/	-2	-9	-4

# The list is partial; the hit share may differ from the screen's.
